# Assay outcomes (PubChem)
# FLuc inh counter: Photinus pyralis luciferase inhibition counter-screen; P08659; ATPLite firefly luciferase biochemical luminescence, 10 min; inhibition, % at 10 µM; 200,000 tested, 1.5% active;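 active = inhibition above about 50% when tested at 10 µM, limit read from the data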
# Target sequence (P08659 whole entry, looked up): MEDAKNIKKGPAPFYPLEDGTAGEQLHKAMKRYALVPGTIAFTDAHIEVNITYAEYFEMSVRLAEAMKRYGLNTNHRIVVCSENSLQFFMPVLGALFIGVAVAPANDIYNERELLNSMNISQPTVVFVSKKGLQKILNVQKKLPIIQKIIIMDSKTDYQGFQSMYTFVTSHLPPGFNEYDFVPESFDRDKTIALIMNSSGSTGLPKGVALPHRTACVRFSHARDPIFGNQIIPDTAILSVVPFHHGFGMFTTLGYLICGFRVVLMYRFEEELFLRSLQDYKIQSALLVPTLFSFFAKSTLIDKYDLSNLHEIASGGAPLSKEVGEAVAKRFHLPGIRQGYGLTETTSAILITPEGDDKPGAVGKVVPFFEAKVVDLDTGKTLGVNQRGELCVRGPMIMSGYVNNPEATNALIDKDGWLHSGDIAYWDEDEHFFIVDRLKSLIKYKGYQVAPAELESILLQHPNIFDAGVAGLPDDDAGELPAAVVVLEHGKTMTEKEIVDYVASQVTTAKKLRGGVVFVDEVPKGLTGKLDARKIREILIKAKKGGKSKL
# ROMK mod: human ROMK K+ channel modulation, primary screen; Tet-inducible ROMK, thallium flux fluorescence; actives lie on both sides; B-score at 10 µM; 130,000 tested, 2% active; P48048; AID 1918;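 active = signal ratio slope over the read window, or its plate-corrected B-score, at least 3 SD from the plate mean, either direction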;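 note: B-score of the F/F0 ratio slope over 7 to 12 s after thallium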
# Target sequence (P48048 whole entry, looked up): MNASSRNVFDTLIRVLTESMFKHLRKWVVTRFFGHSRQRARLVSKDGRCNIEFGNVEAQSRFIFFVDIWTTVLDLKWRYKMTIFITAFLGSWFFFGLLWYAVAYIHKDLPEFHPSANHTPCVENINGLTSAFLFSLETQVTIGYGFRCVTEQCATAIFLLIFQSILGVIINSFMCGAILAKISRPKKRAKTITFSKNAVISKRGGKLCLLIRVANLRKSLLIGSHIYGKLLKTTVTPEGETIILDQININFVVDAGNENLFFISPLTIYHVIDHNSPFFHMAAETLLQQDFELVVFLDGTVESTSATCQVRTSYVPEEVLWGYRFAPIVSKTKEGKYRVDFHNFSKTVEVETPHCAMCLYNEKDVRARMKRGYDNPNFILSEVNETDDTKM
# FLuc stim CS: affects firefly luciferase, flagging false hits in luciferase stimulation screens; P08659; ATPlite luciferase biochemical, luminescence, 10 min; 0 = ATP-free wells, 1 = DMSO control; activation factor at 10 µM; 200,000 tested, under 10 active; AID 1027;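 active = luciferase activation factor, scaled between plate controls, of at least 2 with compound at 10 µM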
#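 Assay system: Luciferase/luciferin reagent mix; Medium: PBS as buffer for the ATP substrate; Dosing: test compounds dosed from 2 mM stocks in 100% DMSO; Times: 10 min, room temperature; Signal: luminescence from luciferase reaction; Read-out: luciferase activation; Controls: No-ATP low control, compound-free enzyme-plus-ATP high control.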
# APP 5'UTR act: APP 5'UTR luciferase reporter activation; 190,000 tested, 1% active; SH-SY5Y APP 5'UTR luciferase reporter, luminescence; zero percent = DMSO vehicle wells; activation, % at 2 µM;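 active = activation above a set limit, based on mean plus 3 SD of controls, cut at about 140% in these data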; note: values of inactives mirror those of a sister screen read the other way
# STAT1 inh: STAT1 signaling inhibition; NIH 3T3 STAT1-luciferase reporter, IFN-gamma, luminescence; 200,000 tested, 0.35% active; inhibition, % at 5.5 µM;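 active = inhibition above a set limit, the mean inhibition across all tested compounds plus 3 SD, cut at about 34% in these data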;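 note: 0% = IFN-gamma with DMSO and 100% = IFN-gamma with 300 µM nifuroxazide; values of inactives mirror those of a sister screen read the other way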
# STAT3 inh: inhibitors of IL-6 induced STAT3 signaling; U3A cells, IL-6 STAT3-luciferase reporter, luminescence; host cell line lacks STAT1; inhibition, % at 5.5 µM; AID 862; 190,000 tested, 0.89% active;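 active = inhibition above the mean inhibition across all screened compounds plus 3 SD, cut at about 44% in these data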;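 note: 0% = DMSO only wells and 100% = 100 µM nifuroxazide control wells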
# STAT3 act: activators of IL-6 induced STAT3 signaling | U3A cells, IL-6 STAT3-luciferase reporter, luminescence; 100% = signal with IL-6 EC80 alone | activation (% of control), % at 5.6 µM | 190,000 tested, 0.91% active | AID 871;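 active = activation above the screen-wide mean of compound activation plus 3 SD, cut at about 130% in these data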;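 note: 0% = background luminescence of wells with medium and substrate only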
#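 Assay system – human STAT1-deficient U3A cells with stable STAT3-luciferase reporter · Also added – IL-6 (33 ng/mL) · Schedule – compound 1 h, then IL-6 6 h at 37 °C · Technique – reporter luminescence signal · Evaluation – % activation versus median of IL-6-stimulated wells · Benchmarks – IL-6-only wells as 100% reference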
# APP transl inh: APP translation inhibition. SH-SY5Y APP 5'UTR-luciferase reporter, luminescence. inhibition, % at 2 µM. 190,000 tested, 0.82% active. AID 1285;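 active = inhibition above a set limit, derived from the sample mean plus 3 SD, cut at about 45% in these data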; note: values of inactives mirror those of a sister screen read the other way
# NF-kB neuron act: compounds increasing NF-kB expression in human neuronal cells; NF-kB reporter expression; stronger effect = higher value; fold change at 12.5 µM; 190,000 tested, 1.6% active; AID 1239; in the data active = fold change above about 3.3
# STAT1 activator: STAT1 signaling activation. NIH 3T3 STAT1-luciferase reporter, IFN-gamma, luminescence; 100% = IFN-gamma alone, no compound. activation (% of control), % at 5.5 µM. 200,000 tested, 2.6% active. AID 932;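 active = activation above the screen-wide mean activation plus 3 SD, cut at about 130% in these data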;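 note: raw ratio to IFN-gamma control signal so 100% means no change and 0% no light; values of inactives mirror those of a sister screen read the other way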
# An asterisk follows results filed as active; . = no result given.
# The opening 2 compounds (preview)
no.	Compound	FLuc inh counter	ROMK mod	FLuc stim CS	APP 5'UTR act	STAT1 inh	STAT3 inh	STAT3 act	APP transl inh	NF-kB neuron act	STAT1 activator
1	COc1cc([N+](=O)[O-])cc(/C=N/NC(=O)c2ccc(C)nc2)c1O	-4	.	1	-2	9	-15	109	2	0.86	92
2	O=S(=O)(c1ccccc1Cl)N1CCC(O)(c2ccc3c(c2)OCO3)CC1	-2	.	1	2	-8	-3	106	-2	1.1	107

# This part in full, from the start:
no.	Compound	FLuc inh counter	ROMK mod	FLuc stim CS	APP 5'UTR act	STAT1 inh	STAT3 inh	STAT3 act	APP transl inh	NF-kB neuron act	STAT1 activator
1	COc1cc([N+](=O)[O-])cc(/C=N/NC(=O)c2ccc(C)nc2)c1O	-4	.	1	-2	9	-15	109	2	0.86	92
2	O=S(=O)(c1ccccc1Cl)N1CCC(O)(c2ccc3c(c2)OCO3)CC1	-2	.	1	2	-8	-3	106	-2	1.1	107
3	O=C(NCc1ccc(Cl)cc1Cl)C1CCN(S(=O)(=O)c2ccc3c(c2)OCCCO3)CC1	-2	.	1	7	2	1	99	-7	0.7	98
4	CCOC(=O)c1c(C)n(C)c2ccc(OC(=O)c3ccco3)cc12	-8	.	1.1	-5	-11	20	86	5	1.3	110
5	NC(=O)c1c(N)sc(=S)n1CC1CCCO1 (stereo unspecified)	-5	.	1	5	-3	-2	107	-5	1.1	103
6	COc1cccc(CCNC(=O)CC2C(=O)NCCN2Cc2ccc(Cl)c(F)c2)c1 (stereo unspecified)	-2	-0.32	1	29	0	5	101	-29	1	100
7	CCOC(=O)c1sc(NC(C)=O)cc1C	-2	.	1	10	-1	4	96	-10	1	98
8	O=C(c1cc(=O)c2ccccc2o1)N1CCN(c2ccccc2F)CC1	0	-1	1	-7	-3	13	93	7	1.2	104
9	CCN(C(=O)COC(=O)/C=C/c1ccc(S(=O)(=O)N2CCc3ccccc32)cc1)C1CCS(=O)(=O)C1 (stereo unspecified)	-5	-0.55	1	15	5	-4	110	-15	1	95
10	O=C(O)c1ccccc1-c1ccccc1C(=O)Nc1cccc(O)c1	-5	-0.36	1	-3	-9	-5	106	3	0.9	106
11	N#Cc1nc(-c2ccco2)oc1N1CCc2ccccc2C1	-1	.	1	6	-24	29	81	-6	1.4	122
12	Cc1cc(NC(=O)CN2CCC(n3nnc4cc(C(F)(F)F)ccc43)CC2)no1	-7	.	1.1	6	-2	21	88	-6	0.82	102
13	O=C(O)CCC(=O)NNC(=O)CCCOc1ccc(Cl)cc1Cl	-2	2.1	1	-2	-7	-7	106	2	1	106
14	Cc1cccc(C)c1OCCSc1n[nH]c(N)n1	-6	0.78	1.1	.	2	-1	100	.	0.92	98
15	CCN(CC(=O)Nc1cc(Cl)ccc1C)c1ncnc2sc(C)c(C)c12	-18	-1.4	1.2	-4	9	1	98	4	0.72	93
16	COc1cc(NC(=O)c2nccnc2C(=O)O)cc(OC)c1	-3	.	1	-10	-8	9	97	10	1.5	108
17	CCOC(=O)c1c2c(n(C)c1C)C(=O)C(=O)c1ccc(Br)cc1-2	.	-1.4	.	5	-1	-5	106	-5	.	99
18	Cc1cccc(NC(=O)CN2C(=O)C(C)Oc3ccccc32)n1 (stereo unspecified)	-2	0.96	1	14	-2	10	97	-14	1.1	99
19	COc1cc(CNC2CCCC2)c(Br)cc1OC1CCCC1	-13	-0.013	1.1	-2	11	12	92	2	1.2	90
20	NCCOc1ccccc1-c1ccccc1	-6	.	1.1	-9	5	-2	105	9	1.2	96
21	Cc1nnc(-c2cnn(-c3ccccc3)c2N)n1Cc1cccc(C(F)(F)F)c1	-2	.	1	13	4	2	107	-13	1.3	96
22	Cc1ccc(NC(=O)N/C=C/c2ccco2)cc1	27	.	0.7	-5	-14	19	89	4	1.1	112
23	CS(=O)(=O)N(CC(=O)Nc1ccc2c(c1)OCO2)c1ccccc1	-8	0.25	1.1	-6	1	-3	108	6	1.2	98
24	O=S(=O)(Nc1nc2ccccc2nc1N1CCN(c2ccccc2F)CC1)c1ccc(Cl)cc1	-3	-1.7	1	4	0	4	99	-4	0.71	100
25	O=C1C2C3C=CC(CC3)C2C(=O)N1c1ccc2c(c1)OCO2 (stereo unspecified)	9	.	0.9	-11	3	5	97	11	1.3	98

# Screen by screen, as entered above.
# STAT1 inh, entries 14–18: 2, 9, -8, -1, -2

# (further entries)
no.	Compound	FLuc inh counter	ROMK mod	FLuc stim CS	APP 5'UTR act	STAT1 inh	STAT3 inh	STAT3 act	APP transl inh	NF-kB neuron act	STAT1 activator
26	O=C(NC1CCCCCC1)c1c(F)c(F)c(F)c(F)c1F	-6	0.39	1.1	-8	-5	1	103	8	1.2	102
27	CCOc1ccc(C2C(C(=O)Nc3ccc(F)cc3)=C(C)Nc3nc(CCCO)nn32)cc1 (stereo unspecified)	-3	.	1	4	-7	-4	111	-4	1.1	106
28	O=C1N(CC(=O)N2CCc3ccccc32)CCN1Cc1ccccc1Cl	1	-0.92	1	-21	-5	-13	109	21	1.1	104
29	COc1ccc2c(C)cc(SCC(=O)Nc3nsc(-c4ccc(C)cc4)n3)nc2c1	-5	0.055	1	5	-6	4	97	-5	1.4	105
30	CCO[C@@H]1OC(C(=O)Nc2ccccc2)=C[C@H](c2ccc3c(c2)OCO3)[C@H]1CCCO	-5	.	1	3	5	.	.	-3	0.83	96
31	Cc1cc(C)c2cc(C=O)c(Cl)nc2c1	-2	.	1	-93	-3	6	96	93*	1.5	101
32	CCCOCC1CC2(SC(=Nc3ccc(C)cc3)NC2=O)C(=O)O1 (stereo unspecified)	-1	.	1	-15	-2	1	103	15	0.95	102
33	COc1cccc(CNC(=O)CC2C(=O)NCCN2Cc2ccoc2)c1OC (stereo unspecified)	-4	0.74	1	13	-1	1	101	-13	1.2	99
34	CC(C)CCNC(=O)c1cc([N+](=O)[O-])ccc1N1CCOCC1	-2	.	1	-9	2	17	89	9	0.96	98
35	CNS(=O)(=O)c1ccc(N=Cc2c(C)[nH]n(-c3ccc(C)cc3C)c2=O)cc1	-3	0.1	1	11	2	-5	105	-11	1.2	97
36	O=C(c1ccco1)N(c1ccccn1)c1ccccn1	-5	-0.0097	1.1	1	12	4	99	-1	1.1	89
37	Cc1ccc(C)c(NC(=S)N(C)CCO)c1	0	.	1	29	5	-14	113	-29	1.6	95
38	CN1C(=O)c2ccccc2C(C(=O)NCC2CCCO2)C1c1c[nH]c2ccccc12 (stereo unspecified)	-7	-0.48	1.1	13	-3	-19	116	-13	0.89	103
39	c1ccc(N2CCN(c3nc4ccccc4n4cnnc34)CC2)cc1	-2	.	1	13	-7	9	97	-13	0.96	106
40	Fc1ccc(-c2cc(C(F)(F)F)nc(NCC3CCCO3)n2)cc1 (stereo unspecified)	-2	-0.2	1	21	7	15	91	-21	1.1	92
41	CCC(C)(C)NC(=O)CN(C(=O)c1csnn1)c1cccc2c1CCCC2	-6	0.091	1.1	-9	6	-2	108	9	1.1	92
42	O=c1[nH]c2cc3c(cc2cc1CN(Cc1nnnn1C1CCCC1)C1CCCC1)OCCO3	-4	-0.97	1	.	-13	-7	106	.	1.1	110
43	C=CCn1c(NCc2ccc(N(C)C)cc2)nc2ccccc21	21	.	0.8	12	-6	2	101	-12	1.4	106
44	O=C(c1ccco1)N1CCN(c2cc(=O)n(C3CCCCC3)c(=O)[nH]2)CC1	-4	-1.5	1	-4	-4	3	100	4	0.84	104
45	CCOc1ccc(Nc2nc(Nc3ccc(O)cc3)nc(C)c2[N+](=O)[O-])cc1	-1	-0.054	1	-3	15	14	90	3	1	85
46	COc1ccc(NS(=O)(=O)c2ccc(NC(=O)c3ccc(CN4CCOCC4)cc3)cc2)cc1	-4	-0.68	1	-7	20	73*	39	7	0.84	81
47	CCOC(=O)CN1C(=O)C(C)(C)Oc2ccc(C(=O)NC(C)(C)CC)cc21	0	.	1	9	3	9	101	-9	1	97
48	COc1ccc(OC)c(C2C(C(=O)Nc3nc4ccccc4s3)=C(C)NC3=C2C(=O)CCC3)c1 (stereo unspecified)	-2	.	1	-5	4	14	93	4	0.26	96
49	O=C(Nc1ccncc1)c1ccc2c(c1)OCCO2	24	.	0.8	18	1	29	80	-18	0.98	100
50	CC(NC(=O)c1ccco1)C1CCCO1 (stereo unspecified)	-4	0.45	1	-6	0	3	103	6	1.1	100
51	COc1ccc(CCNC(=O)c2nnc(Cc3ccc(Cl)cc3)o2)cc1OC	0	.	1	6	4	13	93	-6	0.94	97
52	O=c1c2ccccc2nnn1CSc1ccc2ccccc2n1	-1	-0.89	1	-22	-7	3	96	22	1.3	106
53	CCOC(=O)C(C(=O)Nc1ccccc1C)C1CCCCC1 (stereo unspecified)	-8	-0.096	1.1	16	-8	-6	105	-16	1.5	107
54	CN(C)/C=C/C(=O)c1ccncc1	-2	-0.34	1	-15	-3	5	100	15	1.2	100
55	Cc1ccc(S(=O)(=O)N2CCC(=O)N(CCOC(=O)Nc3ccc(C)c(C)c3)CC2)cc1	-6	0.36	1.1	-9	-3	8	91	9	1	103
56	COC(=O)c1ccc(S(N)(=O)=O)o1	-6	0.7	1.1	.	-4	-6	106	.	1.1	104
57	CC(=O)c1cccc(NC(=O)CC2Oc3ccc(C)cc3NC2=O)c1 (stereo unspecified)	-5	.	1.1	-1	-1	11	95	0	1.1	101
58	O=C(Oc1ccc2c(=O)c(Oc3ccc4ccccc4c3)coc2c1)c1cncc(Br)c1	-5	.	1.1	-10	8	4	103	10	1	93
59	Cc1ccc(/C=C(\NC(=O)c2ccccc2)C(=O)NCCc2ccccn2)o1	-1	.	1	-11	1	-5	107	11	1.4	99
60	Cn1nc(CC(=O)NC2CCCCCCCCCCC2)c2ccccc2c1=O	-9	.	1.1	-3	7	11	94	3	0.66	94
61	O=C(CN1CCN(Cc2ccccc2)CC1)Nc1ccc(Cl)cn1	-1	-0.94	1	-2	0	-2	104	2	1.5	96
62	Fc1ccc(OCc2nc(-c3cccs3)no2)cc1	6	-0.65	0.9	88	-45	-1	105	-88	2.4	140*
63	CNS(=O)(=O)c1ccc(NC(=O)c2cnn3c(C(F)F)cc(-c4ccccc4)nc23)cc1	-7	0.11	1.1	16	2	10	93	-16	0.62	97
64	O=S(=O)(O)CCN1CCOCC1	-4	-0.14	1	-3	-6	6	96	3	1.1	105
65	Cc1ccsc1/C=N/NC(=O)CO	-8	-0.79	1.1	8	1	2	101	-8	1.2	100
66	O=C(CCC(=O)Nc1ccccc1)NNC(=O)CCc1ccccc1	-4	-0.034	1	-2	1	-15	120	2	1	99
67	Cc1ccc2c(c1)CCCN2C(=O)c1ccc2c(c1)OCO2	2	-0.0056	1	11	3	11	94	-11	1	97
68	S=C(NCCc1ccccc1)NCCc1ccccc1	8	0.62	0.9	44	-24	-4	105	-44	2.4	122
69	COc1ccc2cc(C(c3nnnn3C3CCCC3)N3CCOCC3)c3nnnn3c2c1 (stereo unspecified)	-4	0.3	1	13	-5	-6	110	-13	1.2	104
70	COc1ccc(NC(=O)c2csc(Cc3ccccc3)n2)cc1	16	0.33	0.8	.	-1	2	105	.	2.2	100
71	Cc1cccc(C)c1NC(=O)CS(=O)CC(=O)NCC1OCCc2ccccc21 (stereo unspecified)	-4	-0.5	1	16	-4	6	101	-16	1.1	102
72	Cc1nnc(SCCc2ccccc2)[nH]c1=O	-2	0.041	1	10	3	11	98	-10	1	98
